High-throughput results deposited in PubChem BioAssay by several laboratories.
FID counter = compounds displacing fluorescent DNA intercalator, primary screen, artefact control for HCV NS3 helicase inhibitor project, biochemical, FID fluorescence. DNA fluorescent intercalator displacement. inhibition, % at 7.9 µM. actives 0.17% (n = 290,000). AID 1845, 2009; in the data active means inhibition above about 37%;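 further: 0% = vehicle and 100% = reference compound; higher means more ethidium bromide displaced from hairpin DNA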
IMP-1 inh = IMP-1 metallo-beta-lactamase inhibitors, primary screen, biochemical, epi-absorbance readout, Pseudomonas aeruginosa enzyme. actives 0.45% (n = 290,000). AID 1556, 2009. purified IMP-1, nitrocefin hydrolysis, epi-absorbance fluorescence. inhibition, % at 5.6 µM. metallo-beta-lactamase IMP-1 (Pseudomonas aeruginosa);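 active means inhibition above the mean plus 3 SD of all compounds in the same screening run, cut at about 4.5% in these data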;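 further: 0% = IMP-1 with DMSO and 100% = DMSO wells lacking enzyme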
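System: purified recombinant IMP-1 beta-lactamase. Medium: Zinc- and detergent-supplemented HEPES buffer, pH 7.1. Compound: one 5.6 µM dose […]. Schedule: 15 min preincubation plus 25 min reaction at 25 °C. Technique: Epi-absorbance fluorescence, 480 nm excitation, 530 nm emission.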
PHOSPHO1 inh = PubChem AID 1565. Phosphoethanolamine/phosphocholine phosphatase (Homo sapiens), Q8TCT1. recombinant PHOSPHO1, absorbance phosphatase assay. inhibition, % at 13.3 µM. actives 1.1% (n = 290,000); in the data active means inhibition above about 60%
Target sequence (Q8TCT1 whole entry, looked up): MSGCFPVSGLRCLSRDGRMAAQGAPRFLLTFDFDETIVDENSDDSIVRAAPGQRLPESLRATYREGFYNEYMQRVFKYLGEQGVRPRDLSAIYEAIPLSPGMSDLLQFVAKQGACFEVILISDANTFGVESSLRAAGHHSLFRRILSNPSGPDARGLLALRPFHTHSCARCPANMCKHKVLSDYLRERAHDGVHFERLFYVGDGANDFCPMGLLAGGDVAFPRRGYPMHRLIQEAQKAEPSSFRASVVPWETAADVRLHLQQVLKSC
OXTR agonist = human OXTR agonists, primary screen, fluorescence, CHO-OTR cells, Fluo-8 calcium. Oxytocin receptor (Homo sapiens), P30559. actives 0.32% (n = 320,000). activation, % at 3 µM. Fluo-8 calcium fluorescence; normalized: DMSO 0%, oxytocin 100%;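 active means activation above the mean of all tested compounds plus 3 SD, cutoff set per screening run, cut at about 20% in these data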;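 further: peak over basal fluorescence ratio from a 100 s FLIPR kinetic read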
GPR7 antag = GPR7 receptor antagonists, primary screen, cell-based, fluorescence, single concentration | GPR7-expressing cells, fluorescence antagonist assay | inhibition, % at 4.4 µM | actives 1.1% (n = 290,000) | AID 1861, 2009; in the data active means inhibition above about 16%, passing the limit was not always enough;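 further: cells stimulated with the agonist NPW; 0% = agonist with vehicle and 100% = vehicle without agonist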
Target sequence (P48145 whole entry, looked up): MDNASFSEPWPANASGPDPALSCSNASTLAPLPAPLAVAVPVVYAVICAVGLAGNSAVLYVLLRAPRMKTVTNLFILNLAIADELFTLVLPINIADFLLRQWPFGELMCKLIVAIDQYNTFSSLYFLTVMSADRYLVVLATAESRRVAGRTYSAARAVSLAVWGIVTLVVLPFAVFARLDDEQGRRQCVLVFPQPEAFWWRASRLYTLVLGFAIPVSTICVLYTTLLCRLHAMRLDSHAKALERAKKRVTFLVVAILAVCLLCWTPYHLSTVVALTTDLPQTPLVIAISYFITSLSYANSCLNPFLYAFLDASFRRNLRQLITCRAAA
GalR3 antagonist = GalR3 antagonists in HEK293 cells, primary screen, cell-based, fluorescence readout; Galanin receptor type 3 (Homo sapiens), O60755; HEK293 GalR3-CNG cAMP membrane potential fluorescence; galR3 body fused to GalR1 C-terminus; inhibition, % at 3 µM; actives 0.44% (n = 360,000);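 active means inhibition above the screen-wide average plus 3 SD, cut at about 13% in these data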;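 further: forskolin and galanin both at EC90 stimulate the cells; cAMP rise reported by CNG channel membrane potential dye signal; 0% = forskolin plus galanin with DMSO and 100% = forskolin alone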
Target sequence (O60755 1-299 limits assumed): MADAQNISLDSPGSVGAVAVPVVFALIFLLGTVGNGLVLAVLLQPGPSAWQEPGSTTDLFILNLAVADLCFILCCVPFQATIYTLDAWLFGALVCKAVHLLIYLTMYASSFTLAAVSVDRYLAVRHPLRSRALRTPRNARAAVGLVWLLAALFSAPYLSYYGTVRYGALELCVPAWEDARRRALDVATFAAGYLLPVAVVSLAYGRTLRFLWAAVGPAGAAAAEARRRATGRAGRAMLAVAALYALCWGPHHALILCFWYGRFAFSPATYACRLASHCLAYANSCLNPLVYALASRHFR
V1aR counter = agonists of human V1a receptor, primary screen, counter-screen for OXTR agonist project, fluorescence, CHO-V1R cells | Fluo-8 calcium fluorescence, agonist mode; 0% DMSO, 100% 3 nM vasopressin | activation, % at 3 µM | actives 0.25% (n = 320,000) | AID 2797, 2010;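 active means activation above the mean activation of all tested compounds plus 3 SD, per screening run, cut at about 20% in these data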;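 further: signal is peak over basal fluorescence ratio across a 100 second FLIPR read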
VIM-2 inhibitor = VIM-2 metallo-beta-lactamase inhibitors, primary screen, biochemical, epi-absorbance readout, Pseudomonas aeruginosa enzyme. purified VIM-2, nitrocefin hydrolysis, epi-absorbance fluorescence. actives 0.89% (n = 290,000). inhibition, % at 5.6 µM;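 active means inhibition above the mean of all tested compounds plus 3 SD, cutoff set per screening run, cut at about 7.5% in these data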;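 further: red hydrolysis product quenches plate fluorescence so inhibitors raise well fluorescence; 0% = enzyme with DMSO and 100% = DMSO without enzyme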
HCV NS3 hel inh = inhibitors of HCV NS3 helicase, primary screen, biochemical, Cy5 molecular beacon fluorescence. Hepatitis C virus NS3 helicase. NS3 helicase DNA unwinding. inhibition, % at 10.9 µM. actives 0.56% (n = 290,000). AID 1800, 2009;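 active means inhibition above the mean of all tested compounds plus 3 SD, set per campaign, cut at about 35% in these data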;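 further: 0% = DMSO wells and 100% = thioflavine S control wells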
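System: Hepatitis C virus NS3 helicase domain fragment enzyme | Reagent: Annealed dual-labelled DNA beacon duplex, ATP-started | Compound dosing: 10.9 µM single point, 0.8% DMSO | Incubation: 1 h reaction at 25 °C, ATP-initiated | Technique: Cy5 fluorescence | Evaluation: Percent inhibition from t60/t0 fluorescence ratio | Benchmarks: Low DMSO, high thioflavine S at 110 µM | Replication: Singlicate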
Starred values were filed as active, the others as inactive.

CCN(CC)c1ccc(C=NCCc2ccc(S(N)(=O)=O)cc2)cc1 was read as FID counter 10, IMP-1 inh -1.0, PHOSPHO1 inh 16, OXTR agonist -0.6, GPR7 antag -5, GalR3 antagonist 6, V1aR counter -0.8, VIM-2 inhibitor 2.0 and HCV NS3 hel inh 4.
For CCCCNC(=O)CNC(=O)c1nn(-c2ccc(OC)cc2)c(=O)c2ccccc12 the results were FID counter -23, IMP-1 inh -2.9, PHOSPHO1 inh 31, OXTR agonist -0.6, GPR7 antag -19, GalR3 antagonist -10, V1aR counter 0.2, VIM-2 inhibitor -1.0 and HCV NS3 hel inh 3.
Screening CN(Cc1cccc2cnccc12)C(=O)c1cc(COc2ccc(F)cc2Cl)on1 returned FID counter -26, IMP-1 inh -1.0, PHOSPHO1 inh 50, OXTR agonist 4.4, GPR7 antag 3, GalR3 antagonist -8, V1aR counter 9.8, VIM-2 inhibitor -3.5 and HCV NS3 hel inh -17.
CC(C)(C)c1nc2c(C#N)c(-c3ccc(Cl)cc3)ccn2n1 was read as FID counter -10, IMP-1 inh -3.2, PHOSPHO1 inh 4, OXTR agonist -2.3, GPR7 antag -8, GalR3 antagonist -1, V1aR counter -2.0, VIM-2 inhibitor -2.0 and HCV NS3 hel inh 4.
`Cc1cc(C(=O)CN2C(=O)c3ccccc3S2(=O)=O)c(C)n1CC1CCCO1` (stereo unspecified) gave FID counter -7, IMP-1 inh 9.4*, PHOSPHO1 inh 14, OXTR agonist 1.6, GPR7 antag -1, GalR3 antagonist 5, V1aR counter 1.8, VIM-2 inhibitor 5.9 and HCV NS3 hel inh 2.
COc1cc2c(cc1OC)CN(C(=O)c1sc(-c3cnccn3)nc1C)CC2 was read as FID counter -22, IMP-1 inh -2.1, PHOSPHO1 inh 51, OXTR agonist -1.6, GPR7 antag 3, GalR3 antagonist 0, V1aR counter -0.4, VIM-2 inhibitor -4.0 and HCV NS3 hel inh 13.
CC(=O)Nc1ccc(S(=O)(=O)/N=C2\C(=O)c3ccccc3C([O-])=C2n2cc[n+](-c3ccccn3)c2)cc1 was read as FID counter 1, IMP-1 inh -2.0, PHOSPHO1 inh -1, OXTR agonist 0.4, GPR7 antag -11, GalR3 antagonist -6, V1aR counter 0.2, VIM-2 inhibitor -1.4 and HCV NS3 hel inh 7.
Screening CCC(=O)Nc1cccc(NC(=S)NC(=O)c2cccs2)c1 returned FID counter -6, IMP-1 inh -2.5, PHOSPHO1 inh -11, OXTR agonist 2.4, GPR7 antag -10, GalR3 antagonist 3, V1aR counter 3.9, VIM-2 inhibitor -0.7 and HCV NS3 hel inh 6.
CCOC(=O)c1sc2ccccc2c1OC(=O)c1ccccc1 was read as FID counter -6, IMP-1 inh -4.2, PHOSPHO1 inh -8, OXTR agonist -0.4, GPR7 antag -6, GalR3 antagonist -3, V1aR counter 1.6, VIM-2 inhibitor -3.9 and HCV NS3 hel inh 1.
For CCC(C)[C@H](NC(=O)NCCCN1CCOCC1)C(=O)OC (stereo partly specified) the results were FID counter 2, IMP-1 inh -2.0, PHOSPHO1 inh -2, OXTR agonist 0.2, GPR7 antag 12, GalR3 antagonist -7, V1aR counter -0.8, VIM-2 inhibitor -3.4 and HCV NS3 hel inh -1.
Screening COc1cc(/C=C2/C(=N)N3N=C(C)SC3=NC2=O)ccc1OS(=O)(=O)c1ccc(C)cc1 returned FID counter -13, IMP-1 inh -1.6, PHOSPHO1 inh 6, OXTR agonist 0.6, GPR7 antag 8, GalR3 antagonist 4, V1aR counter 0.8, VIM-2 inhibitor -3.0 and HCV NS3 hel inh 4.
Screening CCCC(=O)Nc1cccc(NC(=O)c2ccc3c(c2)OCCO3)c1 returned FID counter -10, IMP-1 inh -3.4, PHOSPHO1 inh -4, OXTR agonist 0.1, GPR7 antag -20, GalR3 antagonist -4, V1aR counter 0.8, VIM-2 inhibitor -2.8 and HCV NS3 hel inh -5.
CCC(C)(C)n1nnnc1CN1CCN(c2nc3cc(OC)ccc3cc2C#N)CC1 was read as FID counter -4, IMP-1 inh -2.5, PHOSPHO1 inh -8, OXTR agonist -1.4, GPR7 antag -13, GalR3 antagonist -5, V1aR counter 2.1, VIM-2 inhibitor -2.3 and HCV NS3 hel inh 0.
Screening COC(=O)C1C(c2ccc(OC)cc2)C(C(=O)OC)S(=O)(=O)C(CCN2CCCCC2)S1(=O)=O (stereo unspecified) returned FID counter 14, IMP-1 inh -4.0, PHOSPHO1 inh 0, OXTR agonist -0.4, GPR7 antag -2, GalR3 antagonist 1, V1aR counter -0.4, VIM-2 inhibitor -6.2 and HCV NS3 hel inh 9.
COc1ccc(Nc2c3c(nc4c(-c5ccccc5)c(C)nn24)CCC3)cc1 was read as FID counter -2, IMP-1 inh -4.1, PHOSPHO1 inh -35, OXTR agonist -1.2, GPR7 antag -8, GalR3 antagonist -4, V1aR counter 0.1, VIM-2 inhibitor -4.0 and HCV NS3 hel inh 5.
`Cc1ccccc1NC(=O)c1ccc(S(=O)(=O)C(F)F)cc1` gave FID counter -2, IMP-1 inh -0.8, PHOSPHO1 inh 7, OXTR agonist 0.1, GPR7 antag 2, GalR3 antagonist -2, V1aR counter 0.1, VIM-2 inhibitor -3.0 and HCV NS3 hel inh -11.
`CC1CCCCN1C(=O)NC12CC3CC(CC(C3)C1)C2` (stereo unspecified) gave FID counter -6, IMP-1 inh 1.4, PHOSPHO1 inh 9, OXTR agonist 0.6, GPR7 antag -4, GalR3 antagonist -6, V1aR counter 0.4, VIM-2 inhibitor -1.2 and HCV NS3 hel inh 2.
For Cc1ccc(C(=O)NN2C(=O)/C(=C/c3cn(C)c4ccccc34)SC2=S)cc1 the results were FID counter -2, IMP-1 inh -2.7, PHOSPHO1 inh 14, OXTR agonist 2.2, GPR7 antag -2, GalR3 antagonist -2, V1aR counter 1.0, VIM-2 inhibitor -2.1 and HCV NS3 hel inh 15.
Screening CCOC(=O)N1CCN(c2cc(N)c([N+](=O)[O-])cc2F)CC1 returned FID counter -2, IMP-1 inh -0.4, PHOSPHO1 inh 9, OXTR agonist 9.1, GPR7 antag 21, GalR3 antagonist -7, V1aR counter 5.5, VIM-2 inhibitor 0.4 and HCV NS3 hel inh -10.
Screening O=C1Cc2ccccc2C(=O)N1OCc1ccc(Cl)cc1Cl returned FID counter -9, IMP-1 inh 0.6, PHOSPHO1 inh 1, OXTR agonist -0.4, GPR7 antag -15, GalR3 antagonist -3, V1aR counter -0.7, VIM-2 inhibitor -2.8 and HCV NS3 hel inh 25.
`O=C(CSc1nc(-c2ccco2)cc(C(F)(F)F)n1)NCc1cccs1` gave FID counter -6, IMP-1 inh -3.0, PHOSPHO1 inh 4, OXTR agonist -2.3, GPR7 antag -15, GalR3 antagonist -4, V1aR counter -0.7, VIM-2 inhibitor -3.2 and HCV NS3 hel inh 2.
`O=C(NCc1cccnc1)c1ccc(COc2ccc(Cl)cc2Cl)o1` gave FID counter -19, IMP-1 inh -3.5, PHOSPHO1 inh 23, OXTR agonist 7.2, GPR7 antag -3, GalR3 antagonist -4, V1aR counter 8.4, VIM-2 inhibitor -2.6 and HCV NS3 hel inh 2.
For COCCN(C(=O)CCC(=O)Nc1ccccn1)C(C(=O)NCCC(C)C)c1ccc(OC)cc1 (stereo unspecified) the results were FID counter -29, IMP-1 inh 0.3, PHOSPHO1 inh -8, OXTR agonist -0.2, GPR7 antag -6, GalR3 antagonist -1, V1aR counter 0.3, VIM-2 inhibitor 0.6 and HCV NS3 hel inh 1.
For O=C(Nc1ccc(OCC(=O)N2CCOCC2)cc1)c1cc(F)c(F)cc1Cl the results were FID counter -6, IMP-1 inh -5.0, PHOSPHO1 inh 20, OXTR agonist 0.5, GPR7 antag -6, GalR3 antagonist -9, V1aR counter -0.2, VIM-2 inhibitor -1.4 and HCV NS3 hel inh -9.
For O=C(c1ccc(N2C(=O)C3C4CC(C(Br)C4Br)C3C2=O)cc1)N1CCCCC1 (stereo unspecified) the results were FID counter -36, IMP-1 inh 0.9, GPR7 antag 17, GalR3 antagonist -2, VIM-2 inhibitor -1.8 and HCV NS3 hel inh 8.
OCCC1CN(Cc2cc3c(cc2Cl)OCO3)CCN1C1CCCC1 (stereo unspecified) was read as FID counter 6, IMP-1 inh -0.9, PHOSPHO1 inh 48, OXTR agonist 1.3, GPR7 antag -6, GalR3 antagonist 1, V1aR counter -0.1, VIM-2 inhibitor -1.3 and HCV NS3 hel inh 3.
CN1/C(=C\C=C(/C#N)C(=O)Nc2ccccc2F)C(C)(C)c2ccccc21 was read as FID counter -1, IMP-1 inh -3.9, PHOSPHO1 inh -32, OXTR agonist 6.6, GPR7 antag -10, GalR3 antagonist -3, V1aR counter 8.3, VIM-2 inhibitor -4.8 and HCV NS3 hel inh 4.
For CC(C)c1ccccc1NC(=S)N1CCN(Cc2ccc3c(c2)OCO3)CC1 the results were FID counter -3, IMP-1 inh -3.5, PHOSPHO1 inh 8, OXTR agonist 1.2, GPR7 antag -2, GalR3 antagonist -4, V1aR counter 1.4, VIM-2 inhibitor -1.6 and HCV NS3 hel inh 0.
Screening COC(=O)c1ccc(NC(=O)c2c(Br)cnn2C)cc1 returned FID counter -8, IMP-1 inh -0.2, PHOSPHO1 inh -42, OXTR agonist 0.2, GPR7 antag -7, GalR3 antagonist -9, V1aR counter 0.1, VIM-2 inhibitor -1.5 and HCV NS3 hel inh 5.

An excerpt from further up, for reference:
For CC(C)c1ccccc1NC(=S)N1CCN(Cc2ccc3c(c2)OCO3)CC1 the results were FID counter -3, IMP-1 inh -3.5, PHOSPHO1 inh 8, OXTR agonist 1.2, GPR7 antag -2, GalR3 antagonist -4, V1aR counter 1.4, VIM-2 inhibitor -1.6 and HCV NS3 hel inh 0.
Screening COC(=O)c1ccc(NC(=O)c2c(Br)cnn2C)cc1 returned FID counter -8, IMP-1 inh -0.2, PHOSPHO1 inh -42, OXTR agonist 0.2, GPR7 antag -7, GalR3 antagonist -9, V1aR counter 0.1, VIM-2 inhibitor -1.5 and HCV NS3 hel inh 5.

2 compounds drawn at random from the list so far, as already listed:
Screening O=C1Cc2ccccc2C(=O)N1OCc1ccc(Cl)cc1Cl returned FID counter -9, IMP-1 inh 0.6, PHOSPHO1 inh 1, OXTR agonist -0.4, GPR7 antag -15, GalR3 antagonist -3, V1aR counter -0.7, VIM-2 inhibitor -2.8 and HCV NS3 hel inh 25.
For CC(C)c1ccccc1NC(=S)N1CCN(Cc2ccc3c(c2)OCO3)CC1 the results were FID counter -3, IMP-1 inh -3.5, PHOSPHO1 inh 8, OXTR agonist 1.2, GPR7 antag -2, GalR3 antagonist -4, V1aR counter 1.4, VIM-2 inhibitor -1.6 and HCV NS3 hel inh 0.
